BCLXL inh: inhibitors of human Bcl-xL, primary screen, biochemical, fluorescence polarization, HTS | Bcl-2-like protein 1 (Homo sapiens), Q07817 | GST-Bcl-xL / FITC-Bim BH3 peptide fluorescence polarization | inhibition, % at 10.9 µM | actives 0.7% (n = 320,000);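 active = inhibition above the mean of all tested compounds plus 3 SD, cutoff set per campaign, cut at about 30% in these data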;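 note: 0% = DMSO wells and 100% = unlabeled Bim-BH3 peptide competitor; inhibitors lower millipolarization by displacing the labeled peptide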
GLD-1 RNA inh: GLD-1/TGE RNA complex disruptors, primary screen, biochemical, fluorescence polarization | inhibition, % at 5.96 µM | Female germline-specific tumor suppressor gld-1 (Caenorhabditis elegans), Q17339 | purified GLD-1 + fluorescein TGE RNA | AID 2280, 2010 | actives 0.44% (n = 320,000);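 active = percent inhibition above a per-plate cutoff, the plate mean of test compounds plus 3 SD, cut at about 30% in these data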;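 note: 0% = DMSO wells with GLD-1 and probe and 100% = wells lacking GLD-1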
PAD4 FP inh: human PAD4 inhibitors, primary screen, biochemical, fluorescence polarization, 1536-well format. Protein-arginine deiminase type-4 (Homo sapiens), Q9UM07. recombinant PAD4, RCA probe fluorescence polarization. inhibition, % at 6.36 µM. actives 0.41% (n = 330,000). AID 485272, 2010;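 active = percent inhibition above a cutoff equal to the mean of all tested compounds plus 3 SD, cut at about 15% in these data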;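 note: 0% = PAD4 with RCA probe and DMSO and 100% = probe without PAD4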
GSTO1 counter: inhibitors of recombinant GSTO1, primary screen, counter-screen for RBBP9 inhibitor project, biochemical, fluorescence polarization | activity-based probe fluorescence polarization | actives 1.1% (n = 300,000) | inhibition, % at 5.96 µM | Glutathione S-transferase omega-1 (Homo sapiens), P78417 | AID 1974, 2009;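 active = inhibition above the campaign mean inhibition plus 3 SD, cut at about 35% in these data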;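 note: 0% = GSTO1-1 with DMSO and 100% = wells lacking GSTO1-1 enzyme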
Target sequence (P78417 whole entry, looked up): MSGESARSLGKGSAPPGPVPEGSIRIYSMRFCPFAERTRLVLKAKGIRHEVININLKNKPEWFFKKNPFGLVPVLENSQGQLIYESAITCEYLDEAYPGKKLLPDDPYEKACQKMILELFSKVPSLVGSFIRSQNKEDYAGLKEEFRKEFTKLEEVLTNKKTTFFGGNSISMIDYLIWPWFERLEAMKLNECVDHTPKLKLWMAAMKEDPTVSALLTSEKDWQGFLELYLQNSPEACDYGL
MEX-5 binding: MEX-5 zinc finger RNA-binding disruptors – biochemical, C. elegans, fluorescence polarization, MLPCN library, primary screen. Zinc finger protein mex-5 (Caenorhabditis elegans), Q9XUB2. MEX-5/FITC-TCR2 RNA binding; active compounds read low. activity score (negative = inhibition of binding), % at 10 µM. actives 0.38% (n = 300,000);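 active = inhibition past about -25% in most replicates, and total fluorescence under double the plate's negative control median, limit read from the data; inconclusive = replicates evenly split on the limit, or fluorescence at least double controls; inactive = too little inhibition in most replicates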;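 note: 0% = DMSO and -100% = 5 µM competing unlabeled TCR2 RNA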
Target sequence (Q9XUB2 whole entry, looked up): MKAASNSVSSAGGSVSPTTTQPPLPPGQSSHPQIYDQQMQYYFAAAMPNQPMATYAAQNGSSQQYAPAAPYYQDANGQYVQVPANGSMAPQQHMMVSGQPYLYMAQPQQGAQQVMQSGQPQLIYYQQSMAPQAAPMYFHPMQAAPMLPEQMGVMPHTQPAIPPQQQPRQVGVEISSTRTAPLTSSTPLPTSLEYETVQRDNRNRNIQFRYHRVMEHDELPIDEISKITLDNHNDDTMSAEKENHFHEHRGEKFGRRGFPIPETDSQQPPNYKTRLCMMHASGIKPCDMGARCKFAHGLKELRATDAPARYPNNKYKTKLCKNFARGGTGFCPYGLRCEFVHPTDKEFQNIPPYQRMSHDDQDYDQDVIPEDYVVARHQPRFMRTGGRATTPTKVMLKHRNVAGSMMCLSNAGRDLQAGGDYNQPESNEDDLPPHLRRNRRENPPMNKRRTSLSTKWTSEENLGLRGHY
PME-1 primary: PME-1 inhibitors via competitive probe labeling, primary screen, biochemical, fluorescence polarization, FP-Rh probe, HTS | Protein phosphatase methylesterase 1 (Homo sapiens), Q9Y570 | recombinant PME-1 | inhibition, % at 5.9 µM | actives 0.53% (n = 320,000) | AID 2130, 2009;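 active = inhibition above the campaign mean of all compounds plus 3 SD, cut at about 26% in these data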;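 note: competitive labeling of PME-1 active site by serine hydrolase directed probe; 0% = PME-1 with DMSO and 100% = wells lacking PME-1 enzyme; inhibitors block probe labeling so polarization falls and inhibition rises; many of its hits are not listed in these tables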
TPT1 inhibitor: Candida albicans TPT1 enzyme inhibitors, primary screen, biochemical, fluorescence polarization; tRNA 2'-phosphotransferase TPT1 (Candida albicans SC5314); recombinant caTPT1, FP RNA substrate dephosphorylation; inhibition, % at 5 µM; actives 0.81% (n = 300,000); AID 1962, 2009;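 active = inhibition above the mean of all tested compounds plus 3 SD, set per screening campaign, cut at about 24% in these data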;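 note: plate controls were DMSO alone for no effect and ferristatin control at 100 nM for full effect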
MCL1-BIM inh: inhibitors of MCL1 binding to BIM-BH3, primary screen, biochemical, fluorescence polarization; GST-MCL1 / FITC-Bim-BH3 fluorescence polarization; actives 0.68% (n = 320,000); inhibition, % at 10.9 µM; AID 2057, 2009; Induced myeloid leukemia cell differentiation protein Mcl-1 (Homo sapiens), Q07820;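 active = inhibition above the mean inhibition of all tested compounds plus 3 SD, set per campaign, cut at about 40% in these data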;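 note: 0% = DMSO wells and 100% = unlabeled Bim-BH3 peptide control; higher means more loss of mP so more displacement of Bim peptide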
Target sequence (Q07820 whole entry, looked up): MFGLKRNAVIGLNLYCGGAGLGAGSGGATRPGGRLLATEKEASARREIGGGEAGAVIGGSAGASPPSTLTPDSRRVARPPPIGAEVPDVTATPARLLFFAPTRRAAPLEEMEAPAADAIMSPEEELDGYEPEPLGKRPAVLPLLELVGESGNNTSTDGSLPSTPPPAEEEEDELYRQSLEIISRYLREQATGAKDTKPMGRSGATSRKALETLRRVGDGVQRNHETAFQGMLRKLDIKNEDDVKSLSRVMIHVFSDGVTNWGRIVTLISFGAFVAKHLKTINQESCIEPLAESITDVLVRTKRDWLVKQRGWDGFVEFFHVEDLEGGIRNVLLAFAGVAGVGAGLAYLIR
Fam108B counter: mouse Fam108B serine hydrolase inhibitors, primary screen, counter-screen for RBBP9 inhibitor project, biochemical, fluorescence polarization; recombinant Fam108B, FP-Rh probe fluorescence polarization; actives 0.33% (n = 300,000); inhibition, % at 9.51 µM;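 active = inhibition above the screen mean inhibition plus 3 SD, computed separately per campaign, cut at about 18% in these data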;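 note: inhibitors lower polarization as less probe binds the enzyme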
The depositor's hits bear a star; ? = inconclusive; · = no result given. A portion of the library, so the mix of outcomes need not match the whole.

#	Structure	BCLXL inh	GLD-1 RNA inh	PAD4 FP inh	GSTO1 counter	MEX-5 binding	PME-1 primary	TPT1 inhibitor	MCL1-BIM inh	Fam108B counter
1	O=C(NC(=S)NCc1ccc(F)cc1)c1ccccc1	1	-5	-1	3	1.5	-2	-2	-2	-3
2	CCc1cc2c(=O)n(-c3ccc(C)cc3)cnc2s1	-1	2	-6	4	0.0	13	4	-3	1
3	O=C(CCc1ccccc1)Nc1ccccc1C(F)(F)F	4	-3	-2	3	1.6	-5	-3	3	0
4	COc1ccc(CN2CCC(=O)N([C@H](CO)c3ccccc3)CC2)cc1OC	-2	4	2	-3	2.0	2	-4	-3	-2
5	CC(Oc1ccc(F)cc1)C(=O)Nc1ccc2ccccc2c1 (stereo not drawn)	-1	2	0	-2	2.7	-1	-2	-2	-1
6	Cc1ccc(NC(=O)CSc2nc3ncc(Br)cc3[nH]2)cc1C	6	1	0	36*	0.7	1	-5	4	-10
7	C/C(=N\NC(=O)c1nn(C)cc1Br)c1cccc(NC(=O)c2ccncc2)c1	0	5	1	-7	2.1	-5	0	6	3
8	Cc1ccccc1NC(=O)Cc1nc(COC(=O)CCc2ccccc2)cs1	-6	4	-3	·	·	0	·	-17	·
9	CN(C(=O)C1CCCC1)C1CCS(=O)(=O)C1 (stereo not drawn)	-7	1	-2	3	0.0	0	0	-4	1
10	COCCNC(=O)CCc1ccc(S(=O)(=O)Nc2ccc(C)cc2)cc1	6	4	4	5	0.5	6	-5	5	2
11	COc1ccccc1OCC(O)CN1CCN(C(=O)c2ccccc2)CC1 (stereo not drawn)	3	4	3	-2	0.3	-5	-4	-8	3
12	CC(Sc1nc(-c2ccccc2)cc(C(F)(F)F)n1)C(=O)N1CCCCC1 (stereo not drawn)	-2	-1	1	0	1.6	-1	-1	6	2
13	Cc1ccc([N+](=O)[O-])cc1N=C(c1cccc(Br)c1)N1CCOCC1	-2	1	0	-5	-0.8	0	1	-6	0
14	COc1ccc(-c2cc(-c3ccc(F)cc3)nc(N3CCN(C)CC3)n2)cc1	-1	5	-4	2	1.1	-3	3	3	-4
15	COc1ccc(NC(=O)N2CCCc3ccccc32)cc1	6	3	-1	10	-0.5	3	3	-4	-5
16	CCOC(=O)CNC(=S)N(Cc1ccccc1F)C1CCCCC1	3	-1	-5	1	0.3	-4	-2	5	0
17	C=CCN=C1S/C(=C/c2cccc([N+](=O)[O-])c2)C(=O)N1CC=C	3	1	10	6	-2.3	1	-3	1	1
18	O=C(CSc1nccc(=O)[nH]1)NCc1ccc2c(c1)OCO2	-2	-5	-2	5	1.3	5	1	7	4
19	Cc1cccc(C(=O)NCC(=O)N2CC(=O)Nc3ccccc32)c1	2	4	2	-2	-1.7	-10	0	2	-1
20	C=C(C)CN(CC)C(=O)CC1C(=O)NCCN1Cc1c(F)cccc1Cl (stereo not drawn)	7	0	2	3	-1.9	2	-6	11	1
21	O=C(CSc1nnc(-c2ccc3c(c2)OCO3)n1-c1ccccc1)c1ccccc1	-5	8	-3	-1	1.7	3	3	-5	2
22	C[C@@H]1CCC(=O)N(C[C@@H](C)CC#N)CC1	6	-3	0	1	0.1	7	-2	12	3
23	O=C(O)C[C@H]1c2ccccc2S(=O)(=O)N1C1CCCCC1	1	-2	4	-9	-3.2	-3	-1	3	-2
24	Cc1ccsc1CNC1CCCCC1	7	-2	3	3	0.0	-1	-3	7	-2
25	O=C(Nc1ccncc1)Nc1cccc(Cl)c1	1	5	-7	-12	2.9	-9	0	2	-5
26	C/C(=C\c1ccc(C(=O)O)cc1)c1ccc2c(c1)C(C)(C)CCC2(C)C	2	4	-2	1	·	1	-1	-4	-7
27	COc1ccc(OC)c(NC(=O)c2cccc(S(=O)(=O)N(Cc3ccccc3)c3ccccc3OC)c2)c1	5	4	4	-3	4.9	-6	1	4	-4
28	Cc1ccc(CSc2nc3ccccc3c(=O)n2C)cc1	-2	5	4	1	-3.0	-3	3	2	-1
29	Nc1nc(CN2CCC(Cc3ccccc3)CC2)nc(Nc2ccccc2)n1	5	12	0	17	0.2	5	1	12	0
30	COc1ccc(-c2nc3n(c(=O)c2C#N)CCS3)cc1OC	2	0	1	8	-0.4	6	0	-1	-1
31	CC(C)C(c1nnnn1C1CCCC1)N(C)C1CCCCC1 (stereo not drawn)	5	4	-4	2	1.9	-5	-1	9	-3
32	CSc1ccccc1C(=O)NCc1ccccc1	11	0	1	0	1.3	-1	-3	9	4
33	Cc1cccc(NC(=O)CC2CCC2)c1	6	3	-3	9	1.4	-5	-3	5	-2
34	O=C(Nc1ncn[nH]1)c1ccc(S(=O)(=O)N2CCOCC2)cc1	3	0	3	0	-1.3	1	-1	6	-2
35	c1ccc(C(c2nnnn2Cc2ccco2)N2CCN(c3nc4ccccc4s3)CC2)cc1 (stereo not drawn)	0	-4	-1	-5	-1.9	-1	3	-3	-6
36	O=C(NCc1ccco1)c1cc(-c2ccco2)on1	4	-2	-2	7	-3.4	1	-2	11	3
37	COc1ccccc1N(CC(=O)N/N=C/c1ccccc1C(=O)O)S(C)(=O)=O	-1	1	0	14	2.3	2	0	-3	-1
38	O=[N+]([O-])c1ccc(-n2nnnc2-c2ccccc2)cc1	-2	-1	-3	5	-1.4	0	0	-2	6
39	CCOc1ccc(N=C2SCCCN2C(=O)c2c(CC)noc2C)cc1	-5	-7	0	-2	-3.9	10	1	-20	9
40	Cc1nnc(SCc2cn3ccsc3n2)n(N)c1=O	6	2	-1	-2	1.7	1	6	2	7
41	CCC1Nc2ncnc(N3CCN(c4ccccc4)CC3)c2N(Cc2ccc(OC)cc2)C1=O (stereo not drawn)	2	-12	1	-2	2.8	8	-4	6	1
42	COc1cc(C2NC(=O)NC(O)(C(F)(F)F)C2C(=O)c2ccc(Cl)cc2)ccc1O (stereo not drawn)	6	-1	-2	-33	·	4	6	2	-2
43	O=C(COc1ccc(Br)cc1Cl)NCCCN1CCOCC1	3	9	5	3	0.3	2	-2	9	8
44	COC(=O)C1(NC(=O)NC23CC4CC(CC(C4)C2)C3)CCCCC1	4	6	2	1	1.1	-1	-2	-1	-4
45	O=C(CN(Cc1ccccc1Cl)C(=O)Cn1nnc(-c2cccs2)n1)NCC1CCCO1 (stereo not drawn)	6	0	-5	4	1.7	-1	3	3	0
46	COC(=O)c1c(CSc2ccc(C)c(C)c2)noc1C(=O)NCc1ccc(OC)cc1	6	4	4	-6	-1.8	-8	-2	9	-9
47	COc1ccc(C(=O)OCC(N)=O)cc1[N+](=O)[O-]	7	4	5	0	2.1	-1	2	9	3
48	Cc1cc(=O)oc2ccc(OCC(=O)N3CCC(C)CC3)cc12	-3	-4	-6	1	-0.4	3	-3	-4	2
49	OCCSc1ncnc2c1oc1ccccc12	-2	3	5	3	-2.2	-1	-3	0	1
50	Cn1c(Cn2cnc([N+](=O)[O-])n2)nnc1SCC(=O)Nc1ccccc1	3	-1	-8	2	0.6	2	2	1	-6
51	COc1cc(C(=O)Nc2ccccc2C2COC(=O)C2=N)cc(OC)c1OC (stereo not drawn)	4	-7	-3	-2	0.9	2	-5	-10	3
52	CCOc1ccc2[nH]cc(S(=O)(=O)c3ccc(F)cc3)c(=O)c2c1	-3	2	-7	-4	-0.7	-7	1	3	-1
53	CC1(C)CC(=O)C=C(c2ccc(Cl)c(C(F)(F)F)c2)C1	-2	15	0	·	·	1	·	0	·
54	CCOc1ccc2c(c1)C(C)=CC(C)(C)N2S(=O)(=O)c1ccc(NC(C)=O)cc1	2	0	5	-8	-0.3	3	1	1	-3
55	COc1ccccc1N(Cc1cc(=O)[nH]c2ccccc12)C(=O)c1ccccc1	1	2	2	4	1.5	-5	-1	11	-1
56	N#C/C(=N\Nc1cccc(C(F)(F)F)c1)C(=O)c1csc(-c2cccnc2)n1	8	6	1	-33	0.2	16	-4	5	2
57	O=C(c1cc2sccc2n1Cc1ccc(F)cc1)N1CCCc2ccccc21	6	0	3	1	-1.7	-6	-3	8	-2
58	O=C(CNc1cccc(Cl)c1)NNC(=S)NCc1ccccc1	-2	1	-2	-1	-0.8	2	2	1	2
59	Nc1cc(N)cc(-c2nc3ccccc3o2)c1	4	11	-14	19	1.4	6	0	7	3
60	CNC(=S)N(CCN(C)C)Cc1cc2cc3c(cc2[nH]c1=O)OCO3	7	4	1	6	-4.3	-2	-3	10	6

Following part
#	Structure	BCLXL inh	GLD-1 RNA inh	PAD4 FP inh	GSTO1 counter	MEX-5 binding	PME-1 primary	TPT1 inhibitor	MCL1-BIM inh	Fam108B counter
61	COc1ccc(C(C)C)cc1S(=O)(=O)N1CCC(C(=O)NCC2CCCO2)CC1 (stereo not drawn)	1	2	-4	1	0.1	11	-2	-3	1
62	CC(=O)c1cc(-c2ccccc2)n(CC(=O)N2CCC(C)CC2)c1C	10	-3	1	13	-1.7	-7	-3	11	12
63	O=C(Nc1ccc(Oc2ccc(S(=O)(=O)N3CCOCC3)cn2)cc1)c1ccco1	6	9	4	7	-0.4	2	1	4	3
64	CCOC(=O)[C@H]1[C@H]2COc3ccc(OC)cc3[C@@H]2N2C(=O)CN(Cc3ccc(Cl)cc3)C(=O)[C@@]12C	16	38*	2	·	·	3	·	8	·
65	CCOC(=O)c1cc(-c2ccc(C)cc2)n(CCC(=O)NCCN(C)C)c1C	5	-1	6	14	-2.2	3	-3	3	3
66	O=C(c1ccccc1NS(=O)(=O)c1ccc(F)cc1)N1CCCC1	4	1	2	3	-1.0	4	-2	9	1
67	Cc1cc2occ(CC(=O)NC3CCCc4ccccc43)c2cc1C (stereo not drawn)	2	8	-4	-1	-0.8	2	1	1	-4
68	CC1=NN(C(C#N)c2cccc([N+](=O)[O-])c2)C(C)(C)C1 (stereo not drawn)	4	2	-5	-1	-1.1	2	2	6	0
69	COc1cccc(C2CC(=O)N3CN(c4ccccc4F)CSC3=C2C#N)c1 (stereo not drawn)	-11	1	-4	-2	3.3	-2	0	-15	0
70	Cc1ccc(S(=O)(=O)N2CCOCC2)cc1C(=O)N(Cc1nnc(-c2ccccc2Cl)o1)C1CC1	0	-3	-1	-2	-1.3	-3	1	-1	-4
71	O=C(Nc1ccc(N2CCOCC2)cc1)c1ccc(S(=O)(=O)NCc2ccco2)cc1	0	5	2	2	0.3	5	1	3	6
72	O=C(CSc1nnc(COc2cccc3cccnc23)o1)N1CCCC1	-6	10	-2	-8	-0.1	2	0	0	0
73	NNC(=O)c1ccc(Cn2cc(Br)cn2)o1	3	5	0	-2	-1.2	-5	-3	6	-4
74	COCCN1C=C(C(=O)OC)C(c2ccccc2C(F)(F)F)C(C(=O)OC)=C1	9	1	-3	5	1.3	1	-3	0	4
75	FC(F)(F)c1cc(C(F)(F)F)n2nc(-c3sccc3-n3cccc3)cc2n1	5	3	5	0	?	4	-4	7	1

High-throughput results: PubChem, several laboratories
